Screening data deposited in PubChem by The Scripps Research Institute Molecular Screening Center.
MBD2 DNA inh – inhibitors of MBD2 binding to methylated DNA, primary screen, biochemical, TR-FRET, DNA-binding domain, human. Methyl-CpG-binding domain protein 2 (Homo sapiens), Q9UBB5. MBD2 binding to methylated oligonucleotide. inhibition, % at 4.4 µM. actives 0.31% (n = 370,000). AID 686964, 2013; in the data active = inhibition above about 13%
Target sequence (Q9UBB5 whole entry, looked up, the tested form may be a part): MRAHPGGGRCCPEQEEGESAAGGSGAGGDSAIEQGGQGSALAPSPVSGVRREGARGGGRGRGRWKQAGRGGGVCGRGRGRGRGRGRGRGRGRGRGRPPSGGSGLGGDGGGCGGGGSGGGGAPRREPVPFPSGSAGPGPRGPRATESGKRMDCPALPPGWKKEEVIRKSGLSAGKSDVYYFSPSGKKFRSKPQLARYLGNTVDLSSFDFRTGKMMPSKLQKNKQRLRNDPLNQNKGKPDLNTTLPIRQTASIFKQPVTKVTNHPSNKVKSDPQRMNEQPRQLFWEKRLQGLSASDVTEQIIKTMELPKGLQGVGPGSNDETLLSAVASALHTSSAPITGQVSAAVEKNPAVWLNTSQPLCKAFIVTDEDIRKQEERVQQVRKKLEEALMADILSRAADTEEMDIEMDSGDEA
DDE Tn6 FP inh – inhibitors of Tn6 peptide binding to fibrin DD(E), primary screen, biochemical, fluorescence polarization, human fibrin, Tn6 probe. Fibrin DD(E) TRITC-Tn6 fluorescence polarization displacement. inhibition, % at 8.3 µM. AID 720509, 2013. actives 0.21% (n = 370,000);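 active = inhibition above a per-campaign cutoff: mean of compounds within control limits plus 3 SD, cut at about 15% in these data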;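 note: 0% = median of all compound wells on the plate and 100% = blocking peptide control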
proKLK7 act – proKLK7 zymogen activators, primary screen, biochemical, fluorescence intensity. Kallikrein-7 (Homo sapiens), P49862. purified proKLK7, EDANS-DABCYL substrate fluorescence; 100% is mature enzyme control, 0% vehicle. activation, % at 7 µM. actives 0.9% (n = 370,000). AID 652039, 2013;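 active = activation above the mean of all tested compounds plus 3 SD, computed per campaign excluding outliers beyond control limits, cut at about 13% in these data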
PLCg1 inh – PLC-gamma1 enzyme inhibitors, primary screen, biochemical, fluorescence, purified enzyme | 1-phosphatidylinositol 4,5-bisphosphate phosphodiesterase gamma-1 (Homo sapiens), P19174 | fluorogenic substrate | inhibition, % at 12.2 µM | actives 0.84% (n = 370,000) | AID 720700, 2013; in the data active = inhibition above about 9.5%
Tn7 DDE FP – inhibitors of Tn7 peptide binding to fibrin DD(E), primary screen, biochemical, fluorescence polarization, human fibrin, Tn7 probe; Fibrinogen beta chain (Homo sapiens), P02675; FP displacement of FITC-Tn7 peptide from fibrin DD(E); 0% = median of compound wells per plate; inhibition, % at 8.3 µM; actives 0.13% (n = 370,000); AID 720508, 2013;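 active = inhibition above the mean of compounds falling within the control limits plus 3 SD of them, cut at about 14% in these data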;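 note: 0% = plate median of compound wells and 100% = 10 µM Aha-Tn7 peptide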
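Assay system: Human clot-derived fibrin DD(E) complex | Buffer or medium: Tris/NaCl/CaCl2 buffer, pH 7.8 | Repeats: One replicate per compound | Benchmarks: Aha-Tn7 high control | Measure: % inhibition scaled between sample-field median and high-control FP | Schedule: 10 min plus 3 h, room temperature | Signal: Fluorescence polarization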
UHRF1 MBD2 ctr – UHRF1 methylated DNA binding inhibitors, primary screen, counter-screen for MBD2 inhibitor project, biochemical, TR-FRET, human UHRF1, single concentration; E3 ubiquitin-protein ligase UHRF1 (Homo sapiens), Q96T88; UHRF1 binding to methylated oligo; inhibition, % at 4.4 µM; actives 0.75% (n = 370,000); AID 687016, 2013; in the data active = inhibition above about 21%;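 note: UHRF1 SRA domain binding a hemimethylated CpG hairpin DNA probe; 0% = median of test compound wells and 100% = reference inhibitor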
ARFGAP1 inh – inhibitors of rat ARFGAP1 GAP activity, primary screen, biochemical, fluorescence polarization, GDP tracer | ADP-ribosylation factor GTPase-activating protein 1 (Rattus norvegicus), Q62848 | actives 0.26% (n = 360,000) | inhibition, % at 16.5 µM | Arfgap1-stimulated ARF1 GTP hydrolysis, GDP FP detection;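 active = inhibition above a per-plate limit, mean inhibition of low control wells plus 3 SD, cut at about 25% in these data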;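 note: 0% = DMSO wells with enzyme and 100% = wells lacking Arfgap1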
Target sequence (Q62848 1-136 limits assumed): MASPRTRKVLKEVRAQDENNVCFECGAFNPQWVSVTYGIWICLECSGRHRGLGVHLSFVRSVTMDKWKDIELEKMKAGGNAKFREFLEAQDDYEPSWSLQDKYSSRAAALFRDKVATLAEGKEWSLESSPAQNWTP
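Assay system: purified rat His6-Arfgap1 residues 1-136 (GAP domain); Reagent: human Δ17 ARF1 bound to GTP; Dosing: 16.5 µM single point, 1.26% DMSO; Times: GTP hydrolysis reaction 2 h at 25 °C; Signal: FP, GDP Alexa 633 tracer displaced from anti-GDP antibody, 620/688 nm; Measure: % inhibition from polarization.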
PLCb3 inh – human PLC-beta3 inhibitors, primary screen, biochemical, fluorescence. Purified PLC-beta3, fluorogenic substrate. AID 720704, 2013. inhibition, % at 12.2 µM. 1-phosphatidylinositol 4,5-bisphosphate phosphodiesterase beta-3 (Homo sapiens), Q01970. actives 0.18% (n = 370,000); in the data active = inhibition above about 11%;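 note: 0% = median of compound wells on plate and 100% = full blocker control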
ASAP1 GAP inh – inhibitors of human ASAP1 ArfGAP activity, primary screen, biochemical, fluorescence polarization; actives 0.19% (n = 360,000); ASAP1-stimulated ARF1 GTP hydrolysis, GDP FP detection; inhibition, % at 16.5 µM; Arf-GAP with SH3 domain, ANK repeat and PH domain-containing protein 1 (Homo sapiens), …; in the data active = inhibition above about 25%;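 note: 0% = vehicle with enzyme and substrate and 100% = no enzyme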
Target sequence (Q9ULH1 325-724 limits assumed): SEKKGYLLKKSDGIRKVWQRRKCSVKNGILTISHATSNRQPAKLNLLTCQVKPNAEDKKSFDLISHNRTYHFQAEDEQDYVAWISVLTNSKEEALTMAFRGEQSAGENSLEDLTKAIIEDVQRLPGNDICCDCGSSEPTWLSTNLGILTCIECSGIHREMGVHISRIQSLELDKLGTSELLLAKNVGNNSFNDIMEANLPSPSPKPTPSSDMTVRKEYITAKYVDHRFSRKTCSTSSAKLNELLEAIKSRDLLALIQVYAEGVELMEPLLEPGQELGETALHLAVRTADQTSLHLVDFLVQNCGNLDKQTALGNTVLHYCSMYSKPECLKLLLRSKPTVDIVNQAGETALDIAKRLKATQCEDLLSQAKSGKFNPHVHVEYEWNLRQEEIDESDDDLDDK
ADAM17 inh – ADAM17 inhibitors, primary screen, biochemical, QFRET. recombinant ADAM17, EDANS/DABCYL FRET peptide cleavage. inhibition, % at 6.95 µM. actives 0.83% (n = 370,000). AID 720648, 2013;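 active = inhibition above the mean of compounds lying between control limits plus 3 SD, set per campaign, cut at about 8.5% in these data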;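 note: 0% = DMSO-only wells as the low control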
Active calls of the source: *; nt = not tested or not shown.

SMILES	MBD2 DNA inh	DDE Tn6 FP inh	proKLK7 act	PLCg1 inh	Tn7 DDE FP	UHRF1 MBD2 ctr	ARFGAP1 inh	PLCb3 inh	ASAP1 GAP inh	ADAM17 inh
Cc1ccc(C(=O)N2CCCC2)cc1S(=O)(=O)N1CCCCC1	6	-2	0.0	-3	-1	3	-1	-8	4	-2
OC(c1cccc(Cl)c1)c1nc(-c2ccc(F)c(Cl)c2)cs1 (stereo not given)	2	2	-0.5	-2	-6	0	2	-5	11	7
CCNC(=O)C1CCCN(C(=O)c2cnc3ccccc3n2)CC1 (stereo not given)	-1	-4	0.6	8	3	-1	-2	7	-2	2
COC(=O)c1ccc(Cn2nnc3c(=O)[nH]c(C4CCCN(S(=O)(=O)c5ccccc5)C4)nc32)cc1 (stereo not given)	0	-12	0.3	5	1	-3	0	-5	-2	1
COc1cc2c(C(=O)O)c(C)n(CC(C)C)c2c2ccccc12	3	8	0.1	-7	13	2	9	-9	-2	-19
CCN1CCN(C(=O)c2[nH]c3ccc(OC)cc3c2C)CC1	-1	3	3.6	-50	3	-2	0	-78	2	-12
O=C1C2CCCN2C(c2ccc(Cl)cc2)N1c1nccs1 (stereo not given)	0	3	0.4	0	-3	-3	-3	-3	7	3
CCn1c(SC(C)C(=O)O)nc2sc3c(c2c1=O)CCC3 (stereo not given)	10	-1	-0.1	-1	-5	28*	-2	-2	0	0
OC1CCCN(Cc2c3ccccc3cc3ccccc23)C1 (stereo not given)	5	-14	15*	-134	-2	4	1	-131	-1	-188
O=C1CN(c2nc(-c3ccccc3)c3cc(Cl)ccc3n2)c2ccccc2N1	5	0	-0.5	-1	5	8	8	-5	-7	-3
CCOc1ccccc1C(=O)Nc1nnc(SCC(=O)N2CCCC2)s1	-1	3	1.3	-2	-3	1	-3	-4	13	8
CC1CC(C)CN(c2ccc(C(=O)NCc3ccc4c(c3)OCO4)cc2[N+](=O)[O-])C1 (stereo not given)	0	-5	-0.4	1	1	-1	-1	-2	0	6
CC(=O)c1ccc(N2CCN(S(=O)(=O)c3c(C(=O)N4CCCC4)c(C)n(C)c3C)CC2)cc1	6	-9	0.6	-2	-5	6	4	-19	-2	-1
COC(=O)c1ccc(-c2nc3ccc(C)cc3o2)cc1	5	3	-2.5	-24	0	0	2	-28	5	-44
CCOC(=O)c1cnc2cc(-c3ccc(Cl)cc3)nn2c1N	3	3	0.5	0	3	-3	0	1	6	-1

The closing 3 entries of the part before lead into the next.
SMILES	MBD2 DNA inh	DDE Tn6 FP inh	proKLK7 act	PLCg1 inh	Tn7 DDE FP	UHRF1 MBD2 ctr	ARFGAP1 inh	PLCb3 inh	ASAP1 GAP inh	ADAM17 inh
CC(=O)c1ccc(N2CCN(S(=O)(=O)c3c(C(=O)N4CCCC4)c(C)n(C)c3C)CC2)cc1	6	-9	0.6	-2	-5	6	4	-19	-2	-1
COC(=O)c1ccc(-c2nc3ccc(C)cc3o2)cc1	5	3	-2.5	-24	0	0	2	-28	5	-44
CCOC(=O)c1cnc2cc(-c3ccc(Cl)cc3)nn2c1N	3	3	0.5	0	3	-3	0	1	6	-1
CCN(CC)C(=O)N1CCN(S(=O)(=O)c2ccc(C)cc2)CC1	-1	1	0.6	0	0	0	-4	1	12	-2
N#CC1=C(N)N(c2ccccc2)C(c2ccco2)C1(C#N)C#N (stereo not given)	3	3	-0.5	-34	1	-4	6	-44	-5	-25
Cn1nc(C(F)(F)F)c(C(=O)Nc2ccc(C(F)(F)F)cc2)c1Cl	-5	4	0.2	6	8	-3	-7	1	10	3
O=C(Cc1cccs1)NC1CCCCN(Cc2ccc(Cl)cc2)C1=O (stereo not given)	-1	-1	0.6	-1	-5	3	nt	-2	nt	-4
Oc1ccc(/C=N/N2CCCCC2)c(O)c1O	-2	5	0.1	-4	6	12	-12	-28	1	-8
Cc1nnc(NC(=O)c2ccc(S(=O)(=O)N3CC(C)OC(C)C3)cc2)o1 (stereo not given)	1	0	-0.1	0	-8	0	7	-3	9	4
C=CCNC(=O)/C(C#N)=C/c1c(N2CC(C)OC(C)C2)nc2ccccn2c1=O (stereo not given)	5	-6	4.8	-110	1	-1	8	-101	-2	-193
CC(Oc1ccc(Cl)cc1Cl)C(=O)Nc1ccc(OCC(=O)O)cc1 (stereo not given)	-4	6	0.2	-1	4	-3	-8	1	-12	0
CCc1nnc(NC(=O)OCc2ccccc2)s1	-5	-1	-0.5	0	-9	1	2	5	3	1
O=C(CSc1ccc([N+](=O)[O-])cc1)Nc1cccc(S(=O)(=O)Nc2ccccc2F)c1	0	3	0.5	-1	-3	-2	16	2	17	1
CCc1ccc(OCC(=O)O/N=C(\N)c2ccccn2)cc1	1	-1	-0.6	-3	3	7	7	-9	-11	-4
Oc1[nH]c2ccccc2c1/C=N/c1nccs1	-13	-10	0.4	-4	-11	-5	3	-7	0	4
Cc1noc(C)c1C(=O)N1CCCC(C)(C(=O)NS(=O)(=O)C2CC2)C1 (stereo not given)	1	-2	0.2	1	3	0	-7	-1	-5	-4
C=CCSc1nc(N)c2c(C)c(C)sc2n1	-2	2	-0.2	0	1	-2	4	2	-8	-1
O=C1/C(=C/c2cccnc2)SC(=S)N1c1ccc(O)cc1	-4	3	-0.3	-1	3	-4	-8	-7	-11	0
O=C(c1cncc(Br)c1)N1CCN(c2ccc(N3CCOCC3)nn2)CC1	0	2	6.7	-133	-6	-1	-2	-164	-7	-60
COc1ccc2nc(C)cc(SCC(=O)NNC(=O)COc3ccccc3)c2c1	-5	6	0.5	-3	1	-3	4	-2	-5	-1
O=C(NC1=NCCS1)c1cccc(Br)c1	-7	-3	0.5	3	4	2	-10	-5	-6	0
O=C(CN1CCOCC1)Nc1ccc(NC(=O)c2ccccc2F)cc1	-1	7	-0.3	-1	9	-1	-4	-4	5	-1
O=C(O)c1nccnc1C(=O)Nc1ccccc1N1CCOCC1	5	3	0.0	-2	0	1	8	-6	-13	-3
O=C(CN1C(=O)NC2(CCCC2)C1=O)Nc1ccccc1N1CCCCC1	1	-6	0.2	0	0	-2	-7	-3	-2	-3
C=C1c2cccc(C(F)(F)F)c2O[C@H](C(=O)OCC)[C@H]1OC	2	-6	0.8	-4	-12	-1	-1	-5	-2	-1
COc1ccc(/C=C(\NC(=O)c2ccc([N+](=O)[O-])cc2)C(=O)NCCCn2ccnc2)cc1	-4	0	0.1	2	-4	-4	14	-3	1	0
Cn1c(CCN2CCOCC2)nc2cc(NC(=O)COc3ccc(Cl)cc3)ccc21	-3	-13	0.4	-2	-2	-2	15	2	14	-8
CC(=O)C1=CCC(c2ccccc2Cl)N(S(=O)(=O)c2ccc(C)cc2)C1 (stereo not given)	4	-2	0.4	2	5	1	-3	-1	-8	0
CCCNC(=O)C1(C)CCN(Cc2ccc(-n3ccnc3)cc2)C1 (stereo not given)	5	5	0.0	0	-2	-2	3	0	26*	-4
COc1ccc(-c2cc(C#N)nc(N3CCN(C)CC3)n2)cc1	10	-3	5.5	-88	6	-41	-7	-101	11	-60
Cc1nnn(-c2nonc2N)c1C(=O)N/N=C/c1ccccc1O	-3	-7	-1.1	0	5	1	19	-1	-7	2
O=C1c2ccccc2C(c2nnnn2-c2ccc3c(c2)OCCO3)N1Cc1ccco1 (stereo not given)	-6	2	-0.5	3	1	-2	-4	1	0	-5
O=C(COC(=O)/C=C/c1cccc(F)c1)NC(=O)NCc1ccccc1	0	-1	0.8	0	-2	6	0	-7	9	-1
O=C(COC(=O)CNC(=O)c1ccc(Cl)cc1)Nc1ccc(Cl)cn1	0	-4	-0.3	-1	-4	-3	7	-4	-2	-5
CCOc1ccc(NC(=O)c2nn(C)cc2Br)cc1	-5	-3	0.2	0	-1	0	-7	2	-1	-2
O=C(Nc1ccccc1N1CCOCC1)c1ccc([N+](=O)[O-])s1	-1	6	-0.1	0	-4	-1	13	-3	11	3
COC(=O)C1=C(O)/C(=C\c2cc(C)n(-c3ccc(F)cc3)c2C)N=C1C	3	-3	0.0	-31	-2	-1	7	-50	-7	-17
O=C(CSc1c(Cl)cccc1Cl)NC1CCCc2ccccc21 (stereo not given)	0	0	-0.2	9	-6	7	1	8	3	5
Cc1cccc(C)c1NC(=O)CNC(=O)c1ccncc1	-5	0	-0.2	4	3	-4	5	-1	-9	1
O=C(O)CCCNS(=O)(=O)Cc1ccccc1	-3	4	-0.8	0	4	0	-7	2	0	-2
Cc1ccc(-c2n[nH]c(=S)n2C)cc1	1	10	0.0	0	-3	3	-2	-2	9	-5
CCCOc1cccc(-c2nnc(N)s2)c1	-5	1	-0.1	-2	3	-3	-7	-2	-16	-4
CC1=C(C(=O)OC(C)C)C(c2cccs2)n2ncnc2N1 (stereo not given)	-3	1	0.0	1	1	0	-4	0	1	5
CC1CCN(C(=O)COc2ccc(Nc3ccccc3)cc2)CC1	-2	7	0.6	-4	6	0	1	-11	-3	-2
O=C(c1n[nH]c2c1CCC2)N1CCCC(Nc2cccc(F)c2)C1 (stereo not given)	15*	-4	0.3	3	-2	0	-6	-5	17	-2
COc1ccccc1NC(=O)c1cc(Sc2nncn2C)nc2ccccc12	5	4	0.3	1	3	1	5	0	-3	-2
CCOc1cccc(-c2cc(C(=O)N3N=C(C)CC3(O)C(F)F)c3ccccc3n2)c1 (stereo not given)	-1	-3	-0.2	-6	-1	2	7	-20	-9	8
O=C(CSc1cccc[n+]1[O-])NC(=O)c1ccc(OC(F)F)cc1	-1	-3	0.2	-2	2	0	-15	-4	6	0
COC(=O)[C@]12C[C@H](CC(=O)N3CCSCC3)C(=O)N(Cc3ccc4c(c3)OCO4)C1=C[C@H](C(C)C)O[C@@H]2C1CC1	1	-4	0.2	-2	0	0	nt	4	nt	-9
